# Giardia killer = Small Molecules that selectively kill Giardia lamblia: qHTS; Giardia lamblia trophozoite viability; activity change, % at 7.66 µM, hits read low; actives 0.15% (n = 340,000); AID 540267, 2011; in the data active means activity change below about -80%; inconclusive means between about -30% and that limit;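 further: parasites exposed to compound for two days anaerobically before the ATP read; on the % scale 0 is the no-effect control and ±100 the full control effect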
#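 Trophozoites 100 cells/well + cpd; 48 hrs, 37 deg C, anaerobic. ATPLite 1-Step added, 15-30 min RT, luminescence read (ATP-based viability).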
# Chronic BCR inh = qHTS Assay to Find Inhibitors of Chronic Active B-Cell Receptor Signaling | ABC-DLBCL IkBa-CBG/CBR reporter, luminescence ratio, 4 h | Potency, µM (titrated, usually from 46.1 µM), for the others: top-dose ratio change, negative = lower green/red ratio, actives largely listed as inhibitors | actives 0.05% (n = 340,000); active means well fitted inhibition curve with a large enough effect in the signal ratio, with a control signal flat, not every such curve was filed as active; inconclusive means small, poorly fitted or top-dose-only effect, or effect the other way, or a change in a side signal; the % refers to the signal ratio;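 further: potency means the concentration at half of the fitted maximal effect; plate controls were basal doxycycline-induced cells for no effect and cells given 10 µM MG132 for full effect; MG132 reads +100%, hits lower the ratio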
#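 TMD8 ABC-DLBCL cells carrying doxycycline-inducible green luciferase fused to IkappaBalpha plus unfused red luciferase were exposed to compounds (up to 46 uM) for 4 hrs at 37C. Activity came from the overlap-corrected green/red luminescence ratio.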
# Tb PFK block = qHTS Assay to Find Inhibitors of T. brucei phosphofructokinase. ATP-dependent 6-phosphofructokinase (Trypanosoma brucei brucei), O15648. T. brucei PFK, ADP-Glo luminescence. Potency, µM (highest dose often 57.5 µM), for inactives: at the top dose activity, negative = inhibition, hits mostly inhibitors. actives 0.17% (n = 330,000). AID 485367, 2010;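 further: potency means the concentration at half of the fitted maximal effect; 0% = uninhibited 1x PFK enzyme wells and -100% = no-enzyme wells; nearly all actives have a fitted effect of over 60% in size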
# Target sequence (O15648 whole entry, looked up): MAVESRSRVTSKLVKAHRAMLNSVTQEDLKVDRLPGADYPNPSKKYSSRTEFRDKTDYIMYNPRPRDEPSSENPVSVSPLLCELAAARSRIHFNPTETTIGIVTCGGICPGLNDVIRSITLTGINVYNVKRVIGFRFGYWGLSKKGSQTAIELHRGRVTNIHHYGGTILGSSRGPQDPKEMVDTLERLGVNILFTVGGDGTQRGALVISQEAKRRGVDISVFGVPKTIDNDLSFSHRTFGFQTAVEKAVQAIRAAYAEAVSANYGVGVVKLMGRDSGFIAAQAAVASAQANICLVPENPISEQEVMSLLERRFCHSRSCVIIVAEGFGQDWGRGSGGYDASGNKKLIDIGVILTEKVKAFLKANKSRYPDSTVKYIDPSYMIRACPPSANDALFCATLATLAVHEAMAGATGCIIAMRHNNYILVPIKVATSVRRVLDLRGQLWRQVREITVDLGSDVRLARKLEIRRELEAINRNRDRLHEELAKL
#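 In TEA buffer at pH 8.0 with 5 mM MgCl2, enzyme (1.25 nM) converted F6P (0.5 mM) and ATP (0.1 mM) for 45 min at room temperature. ADP product was read by luciferase luminescence.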
# MLL CXXC-DNA inh = qHTS Fluorescence Polarization Assay for Inhibitors of MLL CXXC domain - DNA interaction; MLL-CXXC / FITC-HOXA9 DNA fluorescence polarization; AID 2662, 2010; Potency, µM (series often up to 115 µM), for inactives: top-dose activity change, negative = inhibition, usual class: inhibitors; actives 0.037% (n = 290,000); Histone-lysine N-methyltransferase 2A (Homo sapiens), Q03164; active means well fitted inhibition curve with a large enough effect in the polarisation, with a control signal flat, not every such curve was filed as active; inconclusive means small, poorly fitted or top-dose-only effect, or effect the other way, or a change in a side signal; inactive means no such curve, though single readings can be large or run the other way; the % refers to the polarisation; further: potency means the concentration at half of the fitted maximal effect
#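 Purified MLL-CXXC (added from a 7 uM solution) was preincubated 5 min at ambient with pinned compounds in 50 mM Tris-HCl pH 7.5, 50 mM NaCl, 1 mM DTT, 0.05% BSA. Fluorescein-labeled HOX-A9 DNA (50 nM solution) followed, 30 min, then polarization read.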
# TSHR antag = Antagonists of the Thyroid Stimulating Hormone Receptor: HTS campaign. TSHR-expressing cells, TSH-stimulated cAMP HTRF, 2 h; active compounds read low. activity change, negative = inhibition, % at 11.5 µM. actives 0.2% (n = 330,000). Thyrotropin receptor (Homo sapiens), P16473;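 active means activity change below a set negative limit, meaning inhibition stronger than a set level, cut at about -70% in these data; inconclusive means activity change between two set negative limits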; further: on the % scale 0 is the no-effect control and ±100 the full control effect
#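 Freshly harvested TSHR cells receive pin-tooled compound, then EC80 TSH at 4nM final. After 2 hours at 37 deg C, antibody in lysis buffer and cAMP-d2 are added; 30 minutes at ambient temperature precede the HTRF read.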
# FBPA coupling cs = qHTS Assay for Inhibitors of Fructose-1,6-bisphosphate Aldolase from Giardia Lamblia: Coupling assay counterscreen | coupling enzyme system counterscreen, AmpLite Red fluorescence | activity change, negative = inhibition, % at 58.2 µM, hits read low | actives 0.67% (n = 290,000) | AID 2472, 2010; in the data active means activity change below about -30%; further: on the % scale 0 is the no-effect control and ±100 the full control effect
#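 Coupling enzymes only (glyceraldehyde-3-phosphate) + compound, at 57.5 uM final, 10 min RT; add substrate/coupling/AmpLite Red mix, 20 min RT; fluorescence ex 525/em 598 nm. Actives flag coupling-system interference.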
# AT treatment = qHTS Assay for Identifying a Potential Treatment of Ataxia-Telangiectasia; actives 0.19% (n = 320,000); […] A-T fibroblasts, KAP-1 phosphorylation AlphaLISA; neocarzinostatin DNA damage 30 min before lysis; Potency, µM (doses to about 57.5 µM), inactives show top-dose activation, hits mostly activators; AID 485349, 2010; further: potency means the concentration at half of the fitted maximal effect; % of control where 0% means no effect; nearly all actives have a fitted effect of over 45% in size
#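 ATM-like activity read as KAP-1 phosphorylation via AlphaLISA donor/acceptor antibody pairs after lysis and 6 hr at 25C. Cells were ATM-null patient fibroblasts ([…], hTERT), dosed 60 min, then exposed to the DSB inducer NCS for 30 min.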
# TCR activator = Activators of T cell receptors: qHTS campaign | primary human leukocytes, anti-CD3, IL-2 HTRF, 48 h | Potency, µM (top dose mostly 9.22 µM), inactives show top-dose activation of IL-2 secretion, usual class: activators | 330,000 tested, under 10 active; further: % of control where 0% means no effect
#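 Primary human leukocytes were stimulated with a-CD3 beads plus compounds for 48 hr without co-stimulation; secreted IL-2 was quantified by HTRF using a-IL-2-K (europium cryptate) and a-IL-2-d2, excited at 320nm with acceptor emission read at 665nm.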
# GALK inh = qHTS Assay for Inhibitors of Human Galactokinase (GALK); Potency, µM (titrated, usually from 57.5 µM), without a hit: at the highest dose activity change, negative = inhibition, most hits filed as inhibitors; P51570; Purified GALK, Kinase-Glo residual ATP luminescence; actives 0.007% (n = 270,000); further: potency means the concentration at half of the fitted maximal effect; on the % scale 0 is the no-effect control and ±100 the full control effect
# Target sequence (P51570 whole entry, looked up): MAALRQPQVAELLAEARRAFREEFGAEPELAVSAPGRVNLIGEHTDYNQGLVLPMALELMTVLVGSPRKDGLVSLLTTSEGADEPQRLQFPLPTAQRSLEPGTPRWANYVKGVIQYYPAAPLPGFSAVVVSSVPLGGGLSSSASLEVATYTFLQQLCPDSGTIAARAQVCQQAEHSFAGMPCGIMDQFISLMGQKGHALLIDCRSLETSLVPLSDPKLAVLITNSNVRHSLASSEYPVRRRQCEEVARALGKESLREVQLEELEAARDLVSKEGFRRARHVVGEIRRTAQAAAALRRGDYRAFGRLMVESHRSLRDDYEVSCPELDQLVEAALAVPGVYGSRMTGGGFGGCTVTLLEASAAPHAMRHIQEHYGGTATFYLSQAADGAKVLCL
#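 ATP-depletion format; final 35 uM ATP, 100 uM D-galactose, 5 nM enzyme; pH 8.0 HEPES/Mg2+ buffer; 60 min RT; luminescence read 10 min after detection reagent.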
# KCNH2 WT inh = qHTS for Inhibitors of KCHN2 3.1: Wildtype qHTS. Voltage-gated inwardly rectifying potassium channel KCNH2 (Homo sapiens), Q12809. U2OS, BacMam KCNH2, thallium flux FluxOr; active compounds read low. activity change, % at 1.84 µM. actives 0.37% (n = 340,000). AID 720551, 2013;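 active means maximum activity change below -70%; inconclusive means maximum activity change between -70% and -50%; inactive means maximum activity change above -50%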; further: on the % scale 0 is the no-effect control and ±100 the full control effect
#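 U2OS cells transduced with wild-type KCNH2 virus are loaded with FluxOr dye for 45 min, and thallium flux is measured in kinetic reads before and after stimulation buffer. Rate constants are normalized to DMSO controls.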
# Starred values were filed as active, the others as inactive; ? = inconclusive; · = not tested or not shown; [ ] = remark or other dose. Unless noted, the call rests on the fitted dose curve; in most records, active means well fitted curve in the direction sought with a large enough effect; inconclusive means small, poorly fitted or top-dose-only effect, or another doubt; inactive means no such curve, though single readings can be large; an effect the other way counts as inactive or inconclusive.
Compound	Giardia killer	Chronic BCR inh	Tb PFK block	MLL CXXC-DNA inh	TSHR antag	FBPA coupling cs	AT treatment	TCR activator	GALK inh	KCNH2 WT inh
Cc1cccc(-n2c(C)n[nH]c2=S)c1	-3	0%	-3%	-6%	3	0	-5%	-2%	1%	10
Cc1c(N)c(C(C)(C)C)cc(C(C)(C)C)c1[N+](=O)[O-]	0	1%	-7%	1%	12	-3	13%	-1%[46.1 µM]	0%	3
O=C(O)COCC(=O)N1CCCN(c2ccc(C(F)(F)F)cn2)CC1	-6	-2%	0%	1%	-3	-1	-7%	2%	-1%	-10
COc1ccc([C@H]2CC(=O)C=C(c3cccc(Br)c3)C2)cc1OC	2	2%	5%	·	-9	·	0%	2%	·	5
CC(C)Cn1c(-c2cccs2)nc2nc3ccccc3nc21	10	11%	-1%	0%	-18	-12	-4%	-3%	-3%	-6
CCN1C(=O)N[C@@H](c2cccc(C(F)(F)F)c2)C(C(C)=O)=C1C	0	·	·	·	·	1	·	2%	·	7
CC(C(=O)Nc1ccc(S(=O)(=O)N2CCCC2)cc1)N1CCN(c2ccccc2O)CC1 (stereo not given)	4	0%	2%	·	·	·	1%	0%	·	3
COC(=O)N/N=C(\C)c1ccc(-n2ccnc2)cc1	3	-8%	1%	-3%	0	0	1%	-2%	9%	·
O=C(O)CCN(Cc1ccccc1)S(=O)(=O)c1c(Cl)cccc1Cl	12	14%	7%	-9%	-34	2	3%	8%	0%	6
Cc1ccc2nc(-c3ccc(-c4cccc(Cl)c4)cc3)c(NCc3ccccc3)n2c1	1	11%	0%	·	-3	·	25µM*	-3%	·	-1
CCc1noc(C)c1C(=O)N1CCCSC1=Nc1ccccc1OC	-14	-1%	-6%	·	1	·	8%	0%	·	20
O=C(CC1CC2CCC1C2)NCCc1ccc(Cl)cc1 (stereo not given)	-18	5%	2%	8%	-15	4	-9%	-1%	-2%	-14
CC(C)CCNC(=O)c1cccc(C(=O)NCCC(C)C)c1	13	4%	1%	-7%	-3	0	4%	-2%	0%	1
Cc1ccc(S(=O)(=O)N2CCOCC2)cc1NC(=O)c1cc2c(s1)CCC2	4	12%	0%	28%	-23	6	-2%	0%	1%	-4
COc1ccc([C@H]2CC(=O)C=C(c3ccc(Br)c4ccccc34)C2)cc1	-8	1%	3%	·	2	·	1%	7%	·	-12

# Look-ups from the list.
# O=C(CC1CC2CCC1C2)NCCc1ccc(Cl)cc1 (stereo not given) in AT treatment is entered as -9%
# CC(C)CCNC(=O)c1cccc(C(=O)NCCC(C)C)c1 in GALK inh is entered as 0%
# COC(=O)N/N=C(\C)c1ccc(-n2ccnc2)cc1 in GALK inh is entered as 9%
# Cc1c(N)c(C(C)(C)C)cc(C(C)(C)C)c1[N+](=O)[O-] in Tb PFK block is entered as -7%
# O=C(O)COCC(=O)N1CCCN(c2ccc(C(F)(F)F)cn2)CC1 in GALK inh is entered as -1%
# CCc1noc(C)c1C(=O)N1CCCSC1=Nc1ccccc1OC in AT treatment is entered as 8%
# Cc1ccc(S(=O)(=O)N2CCOCC2)cc1NC(=O)c1cc2c(s1)CCC2 in Tb PFK block is entered as 0%

# More results follow.
Compound	Giardia killer	Chronic BCR inh	Tb PFK block	MLL CXXC-DNA inh	TSHR antag	FBPA coupling cs	AT treatment	TCR activator	GALK inh	KCNH2 WT inh
CC(=O)c1nnn(-c2ccc(Cl)cc2C#N)c1C	-7	0%	-1%	0%	4	-1	-4%	-3%	1%	8
O=C(ON=C1CCN(c2ccc([N+](=O)[O-])cc2)CC1)c1ccccc1	-8	-2%	-2%	5%	-7	0	-4%	0%	-2%	49
CCOc1ccc(C2CC(c3ccccc3C)n3ncnc3N2)cc1 (stereo not given)	-5	-10%	-2%	-15%	19	-10	-4%	-3%	2%	-6
CCc1ccc(NC(=O)Cn2nnc(C(=O)NCc3ccco3)c2N)cc1	-14	1%	-11%	0%	26	-2	-10%	-4%	7%	-3
Cc1ccc2nc(C)cc(NCCO)c2c1	-11	0%	-9%	11%	-3	-2	-10%	-3%	0%	-1
COc1ccc(NC(=O)c2ccco2)cc1NC(=O)COc1ccccc1	-4	?	1%	2%	-1	1	4%	7%	0%	5
Cc1cc(C)nc(SCc2ccc(C(=O)N/N=C/c3ccccn3)cc2)n1	2	-2%	1%	-5%	21	-4	2%	-4%	-1%	0
Cc1ccc(C)c(-n2cc(-c3ccc(Cl)cc3)nc2SCC(=O)NC2CCS(=O)(=O)C2)c1 (stereo not given)	-19	-1%	-3%	5%	12	0	-1%	6%[46.1 µM]	0%	-7
COc1cc(C)nc(Oc2ccc(OCCOc3ccccc3)nn2)n1	1	-4%	0%	-7%	11	1	4%	1%	4%	-2
CS(=O)(=O)Nc1cccc(C2=NN(C(=O)c3ccco3)C(c3cccs3)C2)c1 (stereo not given)	-2	?	-1%	-6%	34	·	3%	6%	1%	0
CCN(CC(=O)Nc1ccccc1C(F)(F)F)C(=O)C1CCC1	-8	0%	-9%	·	-6	·	-3%	-3%	·	-1
Cc1ccc(C)c(Cn2nc(-c3ccccc3)ccc2=O)c1	0	?	-7%	-4%	-2	1	2%	2%	0%	1
Fc1ccc(Sc2ccccc2CNC2=NCCN2)cc1	3	-8%	-8%	5%	7	1	0%	1%[46.1 µM]	2%	15
O=C(Nc1ccc(-c2cn3c(n2)SCC3)cc1)c1ccc2ccccc2n1	-6	?	-6%	3%	-24	-1	-2%	·	3%	-3
O=C1c2ccccc2C(=O)N1Cc1nc2ccccc2c(=O)n1CCCN1CCOCC1	4	3%	-6%	3%	3	0	-3%	-5%	0%	-8
COc1cc(CNn2cn[nH]c2=S)cc(Cl)c1OCc1ccccc1	-1	8%	-7%	-11%	-11	1	-2%	4%	-1%	-23
CC1CC(C)CN(C(=O)c2ccc(S(=O)(=O)N3CCCC3)cc2)C1 (stereo not given)	12	-1%	3%	?	1	4	4%	4%	-3%	-8
Cc1c(C)n2c(SCC(=O)N3CCCCC3)nnc2[nH]c1=O	9	?	-6%	·	0	·	7%	-3%	·	-7
CCC(=O)OCC(=O)Nc1ccc(OC)cc1[N+](=O)[O-]	0	4%	-4%	6%	14	1	0%	-2%	3%	7
Cc1csc(NC(=O)C2CCN(S(=O)(=O)c3ccccc3)CC2)n1	2	7%	8%	·	-4	·	8%	2%	·	-18
CC1=C(C(=O)OCc2ccccc2)C(c2ccc(Br)cc2)NC(=O)N1CCCC(=O)O (stereo not given)	?	23%	-2%	-22%	-16	5	0%	-7%	·	-4
O=C(NCCCn1ccnc1)c1cc(-c2cccnc2)nc2ccc(Br)cc12	16	-4%	4%	-1%	-3	4	-2%	-8%	2%	-8
O=[N+]([O-])c1ccccc1N/N=C1\CCc2ccccc21	1	?	1%	14%	-4	2	-1%	-4%	1%	-21
CC(=O)c1ccccc1NC(=O)COC(=O)/C=C/c1ccc(OC(F)F)cc1	0	0%	0%	·	7	·	·	1%	·	-6
COc1ccc(NC(=O)N2CCN(S(C)(=O)=O)CC2)c(OC)c1	9	1%	1%	3%	-8	-1	7%	3%	-2%	-3

# Four records drawn at random from the list so far, as already listed:
Compound	Giardia killer	Chronic BCR inh	Tb PFK block	MLL CXXC-DNA inh	TSHR antag	FBPA coupling cs	AT treatment	TCR activator	GALK inh	KCNH2 WT inh
CCC(=O)OCC(=O)Nc1ccc(OC)cc1[N+](=O)[O-]	0	4%	-4%	6%	14	1	0%	-2%	3%	7
Cc1c(C)n2c(SCC(=O)N3CCCCC3)nnc2[nH]c1=O	9	?	-6%	·	0	·	7%	-3%	·	-7
Cc1csc(NC(=O)C2CCN(S(=O)(=O)c3ccccc3)CC2)n1	2	7%	8%	·	-4	·	8%	2%	·	-18
COc1cc(CNn2cn[nH]c2=S)cc(Cl)c1OCc1ccccc1	-1	8%	-7%	-11%	-11	1	-2%	4%	-1%	-23
